Wnt act – Wnt/beta-catenin pathway activation; Wnt/beta-catenin reporter cell assay, activator, plate reader; activation, % at 9.35 µM; actives 1.2% (n = 300,000); AID 743398; in the data active = activation above about 30%, passing the limit was not always enough;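 also: 0% = neutral control wells and 100% = positive control wells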
CAL PDZ FP-1 – inhibitors of human CAL PDZ peptide binding | AID 602252 | actives 0.92% (n = 300,000) | inhibition, % at 24.9 µM | Q9HD26 | purified CAL PDZ, TMR-peptide fluorescence polarization, 1 h;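 active = mean inhibition of at least 30% with at least half of replicates also reaching 30%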;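 also: 0% = DMSO neutral control and 100% = excess unlabeled competitor peptide PRC23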
CDK5 inh – inhibitors of human CDK5/p35 kinase; AID 488839; inhibition, % at 10 µM; Recombinant CDK5/p35, ADP-Glo luminescence, 60 min; actives 0.01% (n = 330,000); Q00535+Q15078;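 active = highest replicate inhibition of at least 50% and at least 75% of replicates reaching 50%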;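 also: plate controls were DMSO neutral control for no effect and GW8510 at 10 µM for full effect; many of its hits are not listed in these tables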
Target sequence (Q00535 whole entry, looked up): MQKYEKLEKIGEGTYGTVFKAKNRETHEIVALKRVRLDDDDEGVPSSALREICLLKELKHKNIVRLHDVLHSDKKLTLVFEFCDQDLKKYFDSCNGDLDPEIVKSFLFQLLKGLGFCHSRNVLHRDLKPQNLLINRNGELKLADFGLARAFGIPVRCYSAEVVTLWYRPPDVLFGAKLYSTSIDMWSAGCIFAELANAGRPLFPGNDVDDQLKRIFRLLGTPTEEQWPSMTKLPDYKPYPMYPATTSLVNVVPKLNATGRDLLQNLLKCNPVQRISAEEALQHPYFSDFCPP
Target sequence (Q15078 whole entry, looked up): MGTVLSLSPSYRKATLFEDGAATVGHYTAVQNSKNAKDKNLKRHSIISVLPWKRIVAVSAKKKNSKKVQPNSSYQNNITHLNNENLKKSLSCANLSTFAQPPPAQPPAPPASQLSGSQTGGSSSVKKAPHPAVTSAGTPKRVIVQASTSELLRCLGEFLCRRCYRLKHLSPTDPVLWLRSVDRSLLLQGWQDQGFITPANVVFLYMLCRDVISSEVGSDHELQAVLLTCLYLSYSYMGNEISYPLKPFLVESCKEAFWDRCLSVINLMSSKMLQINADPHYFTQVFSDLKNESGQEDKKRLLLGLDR
V-ATPase pHluor – alters yeast V-ATPase proton transport. response, % at 10 µM. actives 0.37% (n = 350,000). S. cerevisiae, pHLuorin cytosolic pH fluorescence; in the data active = response mostly above about 7.3%, no sharp cut-off; inactive = mostly below about 5.4%; also: actives read high; inactives centre near 0; some compounds called inactive have numbers as strong as hits
RTF Ca sens act – increases calcium sensitivity of human cardiac regulated thin filaments | P19429+P45379 | activation, % at 7.2 µM | IANBD-labeled TnC RTF fluorescence at EC20 calcium; 0% EC20 calcium, 100% full calcium | actives 0.24% (n = 340,000);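 active = activation above the mean over all tested compounds plus 3 SD, cut at about 30% in these data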;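 also: rise in fluorescence read as greater calcium sensitivity of cardiac thin filaments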
Tat transport – E. coli Tat transport inhibition; E. coli MC4100 TorA-mCherry Tat export, fluorescence; actives 0.036% (n = 340,000); inhibition, % at 10 µM; AID 488895;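 active = mean replicate inhibition at least 50% and at least half of replicates individually reaching 50%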;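 also: exported cargo escapes ClpAP degradation while cytoplasmic cargo is degraded and loses fluorescence; 0% = median of neutral control wells and 100% = median of NaSCN control wells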
dFosB act – mouse delta FosB homodimer activation | activation, % at 25 µM | purified delta FosB, TAMRA-CDK5 oligo fluorescence polarization; percent of positive-control signal above neutral wells | actives 0.99% (n = 340,000);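 active = mean activation above about 17%, with every replicate also reaching it, limit read from the data, passing the limit was not always enough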;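 also: fluorescence polarization rise as delta FosB binds a TAMRA Cdk5 AP-1 oligo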
MITF act – MITF TRPM1 promoter activation in melanoma cells; SK-MEL-5 TRPM1-promoter luciferase, 24 h; % of positive control, neutral wells = 0; AID 588334; activation, % at 12.5 µM; actives 0.75% (n = 300,000);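 active = mean activation of at least 80% with every replicate also reaching 80%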;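 also: 0% = neutral control wells and 100% = parthenolide positive control wells; values of inactives mirror those of a sister screen read the other way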
CAL PDZ FP-2 – human CAL PDZ-peptide interaction inhibition. Q9HD26. purified CAL PDZ, TMR-peptide fluorescence polarization, 1 h. inhibition, % at 20 µM. actives 0.02% (n = 330,000). AID 504414;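 active = highest replicate inhibition of at least 40%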;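 also: plate controls were DMSO neutral control wells for no effect and unlabeled competitor peptide control wells for full effect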
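Material – purified CerCALP PDZ construct · Detection – FP readout, S and P plane fluorescence · Measure – percent inhibition from loss of millipolarization · Controls – unlabelled peptide for full inhibition, DMSO wells as neutral · Probe or stimulus – TMR-labelled reporter peptide T*-PRC34 bound in PDZ groove · Times – 1 h at RT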
Rtt109 Vps75 – C. albicans Rtt109 histone acetyltransferase inhibition; purified Rtt109/Vps75, ThioGlo CoA-SH fluorescence, 4 h; actives 0.16% (n = 330,000); inhibition, % at 34.9 µM;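 active = inhibition of at least 50% in every replicate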
Target sequence (Q5AAJ8 whole entry, looked up): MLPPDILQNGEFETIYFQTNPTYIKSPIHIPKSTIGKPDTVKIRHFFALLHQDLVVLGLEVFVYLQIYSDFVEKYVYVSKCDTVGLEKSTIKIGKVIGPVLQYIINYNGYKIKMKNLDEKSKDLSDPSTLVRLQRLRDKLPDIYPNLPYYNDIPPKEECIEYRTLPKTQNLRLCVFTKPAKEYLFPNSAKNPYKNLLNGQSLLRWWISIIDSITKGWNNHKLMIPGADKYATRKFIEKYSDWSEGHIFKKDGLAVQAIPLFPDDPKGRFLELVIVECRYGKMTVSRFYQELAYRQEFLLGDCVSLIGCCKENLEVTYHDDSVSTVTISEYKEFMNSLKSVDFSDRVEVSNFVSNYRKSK
Numbers without * were called inactive; . = no result given.

Wnt act,CAL PDZ FP-1,CDK5 inh,V-ATPase pHluor,RTF Ca sens act,Tat transport,dFosB act,MITF act,CAL PDZ FP-2,Rtt109 Vps75,Molecule
1,-7,1.4,3,2,2,-6,13,-0.3,-1,CC(C)Oc1ccc(S(=O)(=O)N2CCOCC2)cc1NC(=O)CC1OC(=O)c2ccccc21 (stereo unspecified)
0,7,1.7,3,-4,-3,13,14,-0.2,0,Cc1cc(-c2nnc(SCC(=O)Nc3ccc(C)c(C)c3)n2N)n[nH]1
-2,-6,1.1,-2,-4,5,-3,-4,-2.1,-1,Cc1c(C(=O)OCc2nnc(-c3ccccc3)o2)oc2ccccc12
-12,.,-0.5,-5,-1,8,-13,-1,-2.1,-2,Cc1ccc(NC(=O)CSc2ncnc3ccccc23)cc1S(=O)(=O)N1CCCCCC1
1,-1,-0.5,2,-2,-11,0,5,-0.7,2,COC(=O)CN(c1ccc2c(c1)OCCO2)S(=O)(=O)c1ccccc1
2,-6,-1.6,-5,5,0,3,1,-1.1,32,O=C(Nc1nnc(C2CC2)s1)c1n[nH]c(=O)c2ccccc12
0,-6,-0.7,5,0,-10,-4,-10,-9.3,2,CC1(C)CC(=O)C(C(c2ccc(Br)cc2)C2C(=O)CC(C)(C)CC2=O)C(=O)C1
0,-4,-0.4,1,2,13,-3,10,-0.2,0,COC(=O)c1ccc(CNC(=O)c2cc(COc3cncc(Cl)c3)on2)cc1
-2,-2,-0.9,-2,7,4,-2,10,-2.5,17,Cc1cccc(OCCNc2ccc([N+](=O)[O-])cn2)c1
.,0,-0.9,1,7,-2,3,-7,0.0,12,CCOC(=O)c1cc(-c2ccccc2)nn1-c1ccccn1
0,-7,-0.5,-1,0,-4,1,11,-0.1,3,C/C(=N\O)c1cccc(Br)c1
.,-3,-0.6,-2,-1,-6,61*,1,-1.6,-3,O=C(Nc1ccc(Oc2ccc3c(c2)C(=O)N(c2ccc(O)cc2)C3=O)cc1)c1cccs1
-3,5,-1.6,-2,5,5,-9,2,-4.2,8,Cc1cc(C)nc(NC2=NCCN2C(=S)Nc2c(C)cccc2C)n1
-2,.,-1.1,-6,0,-2,-4,5,-1.8,-2,Cc1ccc(C)c(NC(=O)CN(C)S(=O)(=O)c2ccccc2)c1
-1,-3,0.9,-2,9,-8,14,5,-1.1,11,O=C(CNC(=O)c1ccc(Br)cc1)N=Nc1c(O)[nH]c2ccc([N+](=O)[O-])cc12
-1,-5,-0.8,-2,4,1,7,5,-1.2,0,Cc1ccc(C2C3C(=O)N(c4ccccc4)C(=O)C3N3CCCN23)cc1 (stereo unspecified)
-1,-1,-0.4,-5,-7,3,-9,-4,-2.5,8,CN(CC(=O)NCCc1ccccc1)S(=O)(=O)c1ccc(Br)s1
.,-2,-2.0,.,-7,1,-9,4,-1.0,6,CCc1cccc(NC(=O)CCS(=O)(=O)c2cccc3nonc23)c1
0,-3,-0.4,-3,-1,2,-3,4,-1.6,2,Cc1cc(C(=O)Nc2ccc(Br)cc2)c2ccccc2n1
23,-4,1.1,3,1,2,3,76,-1.5,10,COc1cccc(NC(=O)C(=O)N/N=C(\C)CC(=O)Nc2ccc(NC(C)=O)cc2)c1
0,6,-0.2,-1,-3,1,1,-5,-0.6,-2,N#CCOc1coc(CN2CCN(c3cccc(Cl)c3)CC2)cc1=O
30,-2,-1.9,.,-1,-10,-1,-4,-4.0,.,CC(=O)Nc1cccc(NC(=O)c2ccc(C(=O)Nc3cccc(NC(C)=O)c3)nc2)c1
-1,-3,1.0,0,-7,-6,0,3,-0.5,-20,COC(=O)c1cc(C(=O)OCC(=O)N(C)c2ccccc2)cc([N+](=O)[O-])c1
-2,-1,1.3,1,1,-10,36*,13,-3.7,21,COc1ccc(C(=O)Nc2nnc(CC(=O)N/N=C/c3ccc(O)cc3O)s2)cc1
4,-2,-1.8,1,5,-4,-11,9,-1.5,3,CCN(CC)c1ccc(/C=N/NC(=S)NCc2ccccc2)cc1

Following part.
Wnt act,CAL PDZ FP-1,CDK5 inh,V-ATPase pHluor,RTF Ca sens act,Tat transport,dFosB act,MITF act,CAL PDZ FP-2,Rtt109 Vps75,Molecule
-1,-10,-1.6,-1,-2,5,-11,.,-4.7,8,CC1=CCC2C(=O)N(c3cccc(C(=O)N(C)C4CCCCC4)c3)C(=O)C2C1 (stereo unspecified)
-2,-1,0.8,3,-3,-6,-1,-3,.,2,CN1C(=O)c2ccccc2N(C)C1c1cccs1 (stereo unspecified)
2,-3,-0.2,0,-5,-1,2,-17,-0.6,0,CSc1nc(NS(=O)(=O)c2ccc(F)cc2F)nn1C
0,-3,0.3,2,6,1,-1,.,0.1,-2,COCc1cc(C)nc2sc(C(=O)Nc3ccc(C(=O)OC)cc3)c(N)c12
.,.,1.6,-2,4,7,-8,-6,-2.4,14,Cn1c(SCC(=O)N2CCN(c3ccccc3)CC2)nnc1-c1cc2ccccc2o1
.,-1,-3.4,5,11,5,6,23,-5.8,-4,COc1cccc(C(=O)N/N=C/C(Br)=C/c2ccccc2)c1
-1,-4,-0.2,-4,8,-15,-5,.,-1.4,6,COc1cnn(-c2cccc(Cl)c2)c(=O)c1Cl
0,-4,-0.2,-2,4,-5,-3,-12,-5.3,-3,CCOC(=O)COc1ccc(S(=O)(=O)N2CCN(c3ccc(OC)cc3)CC2)cc1
.,-3,0.2,-5,3,-1,-1,3,0.4,22,FC(F)(F)c1nnc2ccc(N3CCCC3)nn12
.,-4,0.8,4,-4,17,-9,20,-4.0,-9,CCOc1cccc(-c2nn3c(-c4cc(C)[nH]n4)nnc3s2)c1
-1,-4,-1.0,0,2,-1,-1,-1,-1.8,13,CC1CCCN(C(=O)C2CCN(S(=O)(=O)c3cccc4nonc34)CC2)C1 (stereo unspecified)
-1,0,0.4,-4,0,-6,-7,-2,-1.4,13,CCn1c(CNC(=O)c2ccc(Cl)cc2)nnc1SCC(=O)N1CCOCC1
-2,.,0.4,-3,0,5,-4,.,-0.8,-10,CCCNC(=O)c1ccc(CN2CCc3ccccc3C2)cc1
-1,-5,0.7,-2,-6,-7,-5,9,-1.2,1,COCCn1c(SCC(=O)Nc2ccccc2OC)nc2ccccc21
2,-1,-1.0,0,-1,-3,1,12,-0.5,7,COC(=O)[C@H](Cc1ccccc1)NC(=O)N1CCCCCC1
0,-1,2.5,-3,-5,3,-4,-12,-21,3,C/C(=N\NC(=O)c1cccnc1)c1nnn(-c2nonc2N)c1C
5,.,0.2,-2,1,4,-7,28,-2.5,-12,COC(=O)c1ccc(-c2ccc(/C=N/NC(=O)CC3(C)OCCCO3)o2)cc1
-2,.,0.8,-1,3,-4,5,.,-0.7,-7,O=C(NNc1c(Cl)cccc1Cl)c1c(F)cccc1Cl
.,0,1.4,-4,-8,10,-1,4,0.1,4,CC(C)C(=O)Nc1ccc(NC(=S)NC(=O)c2ccc([N+](=O)[O-])cc2)cc1
-1,-2,0.4,0,1,-2,-2,3,-0.5,6,CCc1ccc(S(=O)(=O)NCc2csc(C)n2)cc1
-1,-4,-0.8,-2,-6,-2,-4,-18,-3.1,14,Cc1ccc(CNC(=O)C2CCN(S(=O)(=O)c3ccc4c(c3)CC(C)N4C(=O)C3CCC3)CC2)o1 (stereo unspecified)
-3,3,-2.7,5,2,27,-8,.,-3.2,1,COCCn1nnnc1C(c1ccccn1)N1CCN(c2cc(Cl)ccc2C)CC1 (stereo unspecified)
0,2,1.2,1,2,-3,-1,-4,-3.6,-3,Cc1ccc(C)c(NC(=O)CN(C)C(=O)COc2cccc3c2OC(C)(C)C3)c1
0,-2,-0.1,3,-1,-1,14,.,-2.1,-3,COc1cc2[nH]c(=O)n(Cc3ccc(C(=O)NCC4CCCO4)cc3)c(=O)c2cc1OC (stereo unspecified)
0,-3,-1.4,-6,-3,-5,-18,3,1.2,2,CCOc1ccccc1/C=N/Nc1cc(C)nc2ccc(C)cc12

Ordered by value in MITF act (smallest number first): 4 of the compounds above
canonical_smiles	Wnt act	CAL PDZ FP-1	CDK5 inh	V-ATPase pHluor	RTF Ca sens act	Tat transport	dFosB act	MITF act	CAL PDZ FP-2	Rtt109 Vps75
C/C(=N\NC(=O)c1cccnc1)c1nnn(-c2nonc2N)c1C	0	-1	2.5	-3	-5	3	-4	-12	-21	3
Cc1ccc(C)c(NC(=O)CN(C)C(=O)COc2cccc3c2OC(C)(C)C3)c1	0	2	1.2	1	2	-3	-1	-4	-3.6	-3
CCOc1cccc(-c2nn3c(-c4cc(C)[nH]n4)nnc3s2)c1	.	-4	0.8	4	-4	17	-9	20	-4.0	-9
COC(=O)c1ccc(-c2ccc(/C=N/NC(=O)CC3(C)OCCCO3)o2)cc1	5	.	0.2	-2	1	4	-7	28	-2.5	-12

(next part)
Wnt act,CAL PDZ FP-1,CDK5 inh,V-ATPase pHluor,RTF Ca sens act,Tat transport,dFosB act,MITF act,CAL PDZ FP-2,Rtt109 Vps75,Molecule
-3,.,-0.6,-2,0,2,-11,.,-0.4,-1,CCOC(=O)C1CCCN(C(=O)CCCn2nc(C)n3c(cc4sccc43)c2=O)C1 (stereo unspecified)
0,-2,-0.5,1,-8,2,-6,-25,-2.4,8,Cc1ccc(S(=O)(=O)N2CCCCC2CCNC(=O)C(=O)NCc2ccccc2)cc1 (stereo unspecified)
-1,0,0.8,-2,4,-5,-2,-1,0.3,-28,COC(=O)Cn1c(CCC(=O)O)ccc1-c1ccccc1
-2,3,0.2,0,6,0,-13,15,-0.2,-16,CC(=O)Oc1ccc(-c2cccc(C(=O)N(C)c3ccc(O)cc3)c2)cc1
0,-7,-2.1,-2,-5,5,-17,2,-3.6,-1,COC(=O)c1sc(NC(=O)COC(=O)C2CCC2)c(C(=O)OC)c1C
-2,6,-0.7,1,2,2,-11,6,-0.5,-8,COc1ccc(-c2nc(CS(=O)CC(=O)NCCc3ccc(C)cc3)c(C)o2)cc1OC (stereo unspecified)
